High-throughput results from PubChem.
G9a inh = blocks human histone lysine methyltransferase G9a. Potency, µM (titrated, usually from 102 µM), for the others: at the top dose activity, negative = inhibition, most hits filed as inhibitors. 350,000 tested, 8.8% active. G9a H3K9 monomethylation, AlphaScreen, 2 h. Q96KQ7; also: % is scaled to controls: 0 for no effect and ±100 for the full control effect; nearly all actives have a fitted effect of over 75% in size
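G9a (20 nM) was preincubated 15 min with compound, then reacted 2 h at room temperature with 500 nM biotin-H3K9 peptide and 20 µM SAM. Monomethyl-H3K9 detected by AlphaScreen using anti-H3K9me1 antibody.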
BAZ2B inh = BAZ2B (human) inhibition. Q9UIF8. AlphaScreen BAZ2B-H3K14Ac peptide displacement. Potency, µM (doses to about 114 µM), inactives show at the highest dose activity change, negative = inhibition, actives largely listed as inhibitors. 360,000 tested, 4.4% active; also: % is scaled to controls: 0 for no effect and ±100 for the full control effect; nearly all actives have a fitted effect of over 60% in size
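Multi-concentration screen (max 110 uM) measuring displacement of acetylated histone H3 peptide from BAZ2B by AlphaScreen, using 50 nM protein, 50 nM peptide and 10 ug/mL streptavidin donor plus Ni-chelate acceptor beads.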
GLS inhibitor = inhibitors of human glutaminase (GLS); O94925; GLS enzymatic activity, qHTS titration; Potency, µM (series often up to 45.5 µM), inactives show top-dose activity change, negative = inhibition, hits mostly inhibitors; 410,000 tested, 0.21% active; AID 624170; also: % is scaled to controls: 0 for no effect and ±100 for the full control effect
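hKGA in 45 mM KH2PO4 pH 8.2, 0.02% Tween-20 with pin-transferred compounds; 1 mM L-glutamine (stock) plus glutamate oxidase/HRP/Amplex Red coupling added. Fluorescence read initially and after 30 min at RT.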
Pin1 inh = human Pin1 inhibition. Q13526. Pin1 FP peptide displacement, HiFluor488, 10 min. Potency, µM (series often up to 115 µM), for the others: at the highest dose activity, negative = inhibition, hits mostly inhibitors. 390,000 tested, 0.009% active; active = well fitted inhibition curve with a large enough effect in the polarisation, with a control signal flat, not every such curve was filed as active; inconclusive = small, poorly fitted or top-dose-only effect, or effect the other way, or a change in a side signal; inactive = no such curve, though single readings can be large or run the other way; the % refers to the polarisation; also: % is scaled to controls: 0 for no effect and ±100 for the full control effect
JMJD2A Tudor = blocks the human JMJD2A Tudor domain; AID 504339; 390,000 tested, 4.4% active; AlphaScreen JMJD2A-Tudor / H3K4me3 peptide binding; O75164; Potency, µM (highest dose often 114 µM), for the others: at the highest dose activity change, negative = inhibition, most hits filed as inhibitors; also: % is scaled to controls: 0 for no effect and ±100 for the full control effect; nearly all actives have a fitted effect of over 50% in size
POLI inh = blocks human DNA polymerase iota activity | Q9UNA4 | Pol iota fluorescent replication assay, 10 min | Potency, µM (series often up to 115 µM), for the others: top-dose activity, negative = inhibition, usual class: inhibitors | 390,000 tested, 1% active | AID 588590
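Fluorescent replication assay read twice, at 0 min and 10 min after adding 50 nM (final) substrate. Enzyme (10 nM) and compounds were first incubated 15 min at room temperature; enzyme-free buffer wells were negative controls.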
HP1b binding inh = HP1-beta chromodomain-methylated histone interaction inhibition; Potency, µM (top dose mostly 114 µM), inactives show at the top dose activity change, negative = inhibition, actives largely listed as inhibitors; P83916; 390,000 tested, 0.56% active; AID 540317; AlphaScreen HP1-beta / biotin-H3K9me3 peptide binding; also: nearly all actives have a fitted effect of over 70% in size; inactives centre near 23
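HP1-beta protein (50 nM final) preincubated 30 min at room temperature with biotinylated H3(1-18)K9me3 peptide (50 nM) in PBS pH 7.4, 0.01% Tween-20, then compound added for 30 min. AlphaScreen streptavidin donor/nickel chelate acceptor beads (10 ug/mL final), 30 min dark, luminescence read.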
BLM helicase inh = inhibitors of human Bloom syndrome helicase BLM | P54132 | recombinant BLM DNA unwinding, fluorescence dequenching | Potency, µM (doses to about 56.1 µM), for the others: at the highest dose activity change, negative = inhibition, actives largely listed as inhibitors | 350,000 tested, 0.2% active | AID 2528;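 also: plate controls were vehicle for no effect and no enzyme for full effect; nearly all actives have a fitted effect of over 35% in size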
PGK inhibitor = blocks T. brucei phosphoglycerate kinase; PGK/GAPDH coupled, Kinase-Glo luminescence, 60 min; P07378; 380,000 tested, 0.043% active; Potency, µM (doses to about 57.5 µM), without a hit: top-dose activity change, negative = inhibition, actives largely listed as inhibitors; also: % is scaled to controls: 0 for no effect and ±100 for the full control effect; nearly all actives have a fitted effect of over 60% in size
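Recombinant glycosomal PGK reaction used 1,3-bisphosphoglycerate generated in-well by GAPDH (100nM final) in 100mM TEA pH 7.6, 5mM MgCl2, 0.01% Tween-20. After 60 minutes at room temperature, ATP was read by Kinase-Glo Plus luminescence end-point.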
The depositor's hits bear a star; [ ] = dose if it differs, or a comment. Unless noted, calls follow the shape of the dose curve; as a rule, active = well fitted curve in the direction sought with a large enough effect; inconclusive = small, poorly fitted or top-dose-only effect, or another doubt; inactive = no such curve, though single readings can be large; an effect the other way counts as inactive or inconclusive. Potency is read from the fitted curve at half-maximal effect. Only part of the results is shown; rates above refer to the full screens.

What do the screens show for `FC(F)(F)c1nnc(-c2ccccc2)nc1N1CCOCC1`?
G9a inh: 1%; BAZ2B inh: 4%; GLS inhibitor: 5%; Pin1 inh: 5%; JMJD2A Tudor: -8%; POLI inh: 7%; HP1b binding inh: 33%; BLM helicase inh: -1%; PGK inhibitor: -1%

Results for CCOc1ccc(S(=O)(=O)N(CC)CC(=O)NC2CCS(=O)(=O)C2)cc1 (centres undefined) ?
G9a inh: 31%[12.7 µM]; BAZ2B inh: -1%; GLS inhibitor: 12%; Pin1 inh: -5%; JMJD2A Tudor: -11%; POLI inh: 22%; HP1b binding inh: 28%; PGK inhibitor: -1%

What do the screens show for `COc1ccc(CNC(=O)C2CCN(S(=O)(=O)N3CCCCC3)CC2)cc1`?
G9a inh: -10%; BAZ2B inh: 3%; GLS inhibitor: 3%; Pin1 inh: -5%; JMJD2A Tudor: -23%; POLI inh: inconclusive; HP1b binding inh: 19%; BLM helicase inh: -1%; PGK inhibitor: -2%

How did O=C(OCCOc1cccc(Cl)c1)C1CCN(S(=O)(=O)c2ccccc2)CC1 do in these assays?
G9a inh: 64%[activator]; BAZ2B inh: 8%; GLS inhibitor: -6%; Pin1 inh: -5%; JMJD2A Tudor: 17%; POLI inh: -2%; HP1b binding inh: 62%[activator]; BLM helicase inh: -7%; PGK inhibitor: -3%

Results for OC(CN1CCN(c2ccccc2Cl)CC1)c1ccccc1 (centres undefined) ?
G9a inh: 11%; BAZ2B inh: 0%; GLS inhibitor: 20%; Pin1 inh: -11%; JMJD2A Tudor: -14%; POLI inh: 16%; HP1b binding inh: 4%; BLM helicase inh: -2%; PGK inhibitor: inactive

Results for Cc1nnc(SCCn2c(N3CCCCC3)nc3c2c(=O)[nH]c(=O)n3C)s1 ?
G9a inh: 8%; BAZ2B inh: -2%; GLS inhibitor: 1%; Pin1 inh: 1%; JMJD2A Tudor: -9%; POLI inh: 20%; HP1b binding inh: 40%[activator]; BLM helicase inh: 0%; PGK inhibitor: -8%

How did COc1ccc(N(CC(=O)NCCc2ccccc2)S(=O)(=O)c2ccccc2)c(OC)c1 do in these assays?
G9a inh: 4%[59 µM]; BAZ2B inh: -17%; GLS inhibitor: -7%; Pin1 inh: 2%; JMJD2A Tudor: -15%; POLI inh: inconclusive; HP1b binding inh: 29%; BLM helicase inh: -5%; PGK inhibitor: -5%

Results for COc1cc(OC)c(N(C)C(=O)c2cc3c(s2)-c2ccccc2S(=O)(=O)C3)cc1Cl ?
GLS inhibitor: 0%; Pin1 inh: 3%; JMJD2A Tudor: -19%; POLI inh: 3%; HP1b binding inh: 22%; PGK inhibitor: 8%

What do the screens show for `CN(C)c1nc(N(C)C)nc(N(C#N)CN2C(=O)c3ccccc3S2(=O)=O)n1`?
G9a inh: 27%; BAZ2B inh: 1%; GLS inhibitor: 7%; Pin1 inh: -1%; JMJD2A Tudor: -8%; POLI inh: 171%[activator]; HP1b binding inh: 26%; BLM helicase inh: 0%; PGK inhibitor: -11%

What do the screens show for `CN(C)c1ccc(C(=S)N2CCN(c3ccc([N+](=O)[O-])cc3)CC2)cc1`?
G9a inh: 2.2µM*; BAZ2B inh: 7%; GLS inhibitor: -26%; Pin1 inh: 2%; JMJD2A Tudor: inconclusive; POLI inh: 44%[activator]; HP1b binding inh: inconclusive; BLM helicase inh: 2%; PGK inhibitor: 2%

Results for CC(C)[C@H](NC(=O)OCc1ccccc1)C(=O)OCC(=O)c1ccccc1 ?
GLS inhibitor: -3%; Pin1 inh: -3%; JMJD2A Tudor: 23%; POLI inh: 37%[activator]; HP1b binding inh: 77%[activator]; PGK inhibitor: 9%

What do the screens show for `CC(=O)Nc1ccc(NC(C)=C(C#N)C#N)cc1`?
G9a inh: 29%[59 µM]; BAZ2B inh: -2%; GLS inhibitor: 0%; Pin1 inh: 1%; JMJD2A Tudor: -13%; POLI inh: 18%; HP1b binding inh: 13%; BLM helicase inh: 4%; PGK inhibitor: 0%

How did CC(=O)c1sc(NC(=O)c2ccccc2)nc1-c1ccccc1 do in these assays?
G9a inh: -35%; BAZ2B inh: 6%; GLS inhibitor: 1%; Pin1 inh: 0%; JMJD2A Tudor: -15%; POLI inh: 26%; HP1b binding inh: 26%; BLM helicase inh: -1%; PGK inhibitor: -9%

Results for O=C(Cc1c(Cl)cccc1Cl)N/N=C/c1cccnc1 ?
G9a inh: inconclusive; BAZ2B inh: 0%; GLS inhibitor: -23%; Pin1 inh: -6%; JMJD2A Tudor: -9%; POLI inh: 34%[activator]; HP1b binding inh: 36%; BLM helicase inh: 2%; PGK inhibitor: -4%

What do the screens show for `CCOC(=O)c1c(CN(C)C)oc2cc(CN(C)C)c(O)c(CSc3ccccc3)c12`?
G9a inh: inconclusive; BAZ2B inh: inconclusive; GLS inhibitor: -2%; Pin1 inh: -3%; JMJD2A Tudor: inconclusive; POLI inh: -7%; HP1b binding inh: -17%; BLM helicase inh: -4%; PGK inhibitor: 0%

What do the screens show for `Cc1cccc(NC(=O)c2sc3nc4c(c(-c5ccco5)c3c2N)CCC4)c1`?
G9a inh: inconclusive; BAZ2B inh: -4%; GLS inhibitor: -16%; Pin1 inh: 18%; JMJD2A Tudor: inconclusive; POLI inh: inconclusive; HP1b binding inh: 9%; BLM helicase inh: -16%; PGK inhibitor: -6%

Results for Cc1cc(C(=O)NC2CCCc3c2cnn3-c2cccc(C)c2C)c(C)o1 (centres undefined) ?
G9a inh: inconclusive; BAZ2B inh: -34%; GLS inhibitor: -11%; Pin1 inh: 1%; JMJD2A Tudor: -20%; POLI inh: -17%; HP1b binding inh: 26%; BLM helicase inh: -4%; PGK inhibitor: 0%

What do the screens show for `Cc1ccn2c(Nc3ccc4c(c3)OCO4)c(-c3ccc(Cl)cc3)nc2c1`?
G9a inh: 2.8µM*; GLS inhibitor: 0%; Pin1 inh: -2%; JMJD2A Tudor: -33%; POLI inh: 6%; HP1b binding inh: -9%; BLM helicase inh: -4%; PGK inhibitor: 13%

What do the screens show for `Cc1ccc(CNC(=O)COCc2cc(-c3cccs3)on2)cc1`?
G9a inh: -4%[59 µM]; BAZ2B inh: 1%; GLS inhibitor: -9%; Pin1 inh: -8%; JMJD2A Tudor: -10%; POLI inh: -4%; HP1b binding inh: 27%; BLM helicase inh: -1%; PGK inhibitor: 6%

Results for CCC(=O)N1CCCc2cc(S(=O)(=O)N3CCN(c4ccccn4)CC3)ccc21 ?
G9a inh: 10%[59 µM]; BAZ2B inh: 1%; GLS inhibitor: -5%; Pin1 inh: 5%; JMJD2A Tudor: -20%; POLI inh: -4%; HP1b binding inh: 10%; BLM helicase inh: -1%; PGK inhibitor: -1%

How did COc1ccc(Cl)c(OC)c1C(=O)NC(=O)Nc1c(F)cc(F)cc1F do in these assays?
BAZ2B inh: 5%; GLS inhibitor: 5%; Pin1 inh: -3%; JMJD2A Tudor: -6%; POLI inh: 30%[activator]; HP1b binding inh: 30%; BLM helicase inh: -4%; PGK inhibitor: -4%

How did CCOc1cc(C(=O)NCc2ccccc2)ccc1OCC(=O)N1CCOCC1 do in these assays?
G9a inh: -66%; BAZ2B inh: -23%; GLS inhibitor: 5%; Pin1 inh: -1%; JMJD2A Tudor: -9%; POLI inh: -1%; HP1b binding inh: 39%[activator]; BLM helicase inh: -1%; PGK inhibitor: 6%

What do the screens show for `COc1ccc(S(=O)(=O)NCc2ccccn2)cc1NC(=O)c1ccccc1`?
G9a inh: -45%; BAZ2B inh: -24%; GLS inhibitor: -12%; Pin1 inh: -3%; JMJD2A Tudor: -3%; POLI inh: 14%; HP1b binding inh: 7%; BLM helicase inh: 1%; PGK inhibitor: -6%

What do the screens show for `Cc1cccc(OC(=O)c2cc(-c3ccc(C)c(C)c3)on2)c1`?
G9a inh: 181%[activator][59 µM]; BAZ2B inh: 162%[activator]; GLS inhibitor: 6%; Pin1 inh: 0%; JMJD2A Tudor: 134%[activator]; POLI inh: 16%; HP1b binding inh: 167%[activator]; BLM helicase inh: -6%; PGK inhibitor: 1%

Results for CC(C)CCCN1C(Nc2ccccc2)=NC[C@@H]1Cc1ccccc1 ?
G9a inh: inconclusive; BAZ2B inh: -1%; GLS inhibitor: 2%; Pin1 inh: 3%; JMJD2A Tudor: -30%; POLI inh: -3%; HP1b binding inh: 33%; BLM helicase inh: -1%; PGK inhibitor: 1%
